S1P3 antagonist = S1P3 (human) receptor antagonism; Q99500; CHO S1P3 NFAT-BLA reporter, FRET fluorescence, antagonist mode; inhibition, % at 4.98 µM; 0.27% of 170,000 active;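 active = inhibition above the plate cutoff, the mean inhibition of test wells on that plate plus 3 SD, cut at about 28% in these data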;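 also: cells challenged with S1P at its EC80 of 0.8 µM; blue over green emission ratio from cleaved BLA substrate after 4 h stimulation; 0% = S1P-stimulated wells and 100% = unstimulated DMSO-only wells; some compounds past the cut are filed as inactive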
Target sequence (Q99500 whole entry, looked up): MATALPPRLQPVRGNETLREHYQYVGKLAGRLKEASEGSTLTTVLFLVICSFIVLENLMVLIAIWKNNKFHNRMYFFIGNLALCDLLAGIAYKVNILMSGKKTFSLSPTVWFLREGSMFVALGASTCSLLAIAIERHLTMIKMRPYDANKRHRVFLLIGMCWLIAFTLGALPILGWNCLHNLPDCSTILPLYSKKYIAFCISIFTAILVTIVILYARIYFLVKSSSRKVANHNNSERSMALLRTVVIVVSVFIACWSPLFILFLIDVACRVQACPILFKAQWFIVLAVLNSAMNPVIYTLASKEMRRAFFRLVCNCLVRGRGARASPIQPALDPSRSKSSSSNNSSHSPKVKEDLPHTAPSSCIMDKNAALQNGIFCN
Numbers without * were called inactive. Some of the compounds tested, so the mix of outcomes need not match the whole.

SMILES	S1P3 antagonist
Cc1cc(C)c(O)c(-c2cc(C(=O)Nc3cccnc3)[nH]n2)c1	-8
Cn1c(CNC(=O)OC(C)(C)C)nnc1SCC(=O)N1CCOCC1	-2
COc1ccccc1CNC(=O)C1=CCN(S(=O)(=O)c2ccc(C)cc2)CC1	7
CC(/C=N/NC(=O)c1ccccc1F)c1ccccc1 (stereo unspecified)	-3
O=C(Nc1ccc(N2CCOCC2)cc1Cl)C1CCN(C(=O)OCc2ccccc2)CC1	-9
O=C(/C=C/c1ccccc1)N(Cc1cccc(Cl)c1)C1CCS(=O)(=O)C1 (stereo unspecified)	11
C[n+]1cccc(/C=N/NC(=O)CC23CC4CC(CC(C4)C2)C3)c1	-4
O=C(NC(=O)c1ccccc1O)c1ccc2c(c1)CCO2	2
COc1ccc(/C=C(\C#N)C(=O)Nc2cccc3ncccc23)cc1OC	-13
COC(=O)Cc1[nH]c(=S)[nH]c1C(=O)OC	-13
CCCc1cc(NCCCn2ccnc2)n2nc(C)c(-c3ccccc3)c2n1	0
CSc1ncc(Cl)c(C(=O)Nc2ccccc2Br)n1	-1
COc1cc(/C=C/C(=O)OCC(=O)NC(=O)NC(C)(C)C)ccc1O	-2
Cc1[nH]c(=O)[nH]c(=O)c1/C=C/C(=O)O	-12
O=C1NC(c2ccccc2Cl)=N/C1=C/c1ccco1	-2
Cc1ccc(S(=O)(=O)N(C)C)cc1NC(=O)COC(=O)c1sc2cc(Cl)ccc2c1Cl	-4
COc1ccc(C(=O)CSc2nnc3n2CCCN3C(=O)Nc2ccccc2)cc1	3
CS/C(N)=N/S(=O)(=O)c1ccc(NC(C)=O)cc1	6
COc1cc(-c2nnc3sc(Cc4ccc(Cl)cc4)nn23)cc(OC)c1OC	-5
O=C(NCc1ccc2c(c1)OCO2)C1CCCN1S(=O)(=O)c1ccc(F)cc1 (stereo unspecified)	-4

A section of the results above:
SMILES	S1P3 antagonist
CC(/C=N/NC(=O)c1ccccc1F)c1ccccc1 (stereo unspecified)	-3
O=C(Nc1ccc(N2CCOCC2)cc1Cl)C1CCN(C(=O)OCc2ccccc2)CC1	-9
O=C(/C=C/c1ccccc1)N(Cc1cccc(Cl)c1)C1CCS(=O)(=O)C1 (stereo unspecified)	11
C[n+]1cccc(/C=N/NC(=O)CC23CC4CC(CC(C4)C2)C3)c1	-4
O=C(NC(=O)c1ccccc1O)c1ccc2c(c1)CCO2	2
COc1ccc(/C=C(\C#N)C(=O)Nc2cccc3ncccc23)cc1OC	-13
COC(=O)Cc1[nH]c(=S)[nH]c1C(=O)OC	-13
CCCc1cc(NCCCn2ccnc2)n2nc(C)c(-c3ccccc3)c2n1	0
CSc1ncc(Cl)c(C(=O)Nc2ccccc2Br)n1	-1
COc1cc(/C=C/C(=O)OCC(=O)NC(=O)NC(C)(C)C)ccc1O	-2
Cc1[nH]c(=O)[nH]c(=O)c1/C=C/C(=O)O	-12
O=C1NC(c2ccccc2Cl)=N/C1=C/c1ccco1	-2
Cc1ccc(S(=O)(=O)N(C)C)cc1NC(=O)COC(=O)c1sc2cc(Cl)ccc2c1Cl	-4
COc1ccc(C(=O)CSc2nnc3n2CCCN3C(=O)Nc2ccccc2)cc1	3
CS/C(N)=N/S(=O)(=O)c1ccc(NC(C)=O)cc1	6
COc1cc(-c2nnc3sc(Cc4ccc(Cl)cc4)nn23)cc(OC)c1OC	-5

Additional records:
SMILES	S1P3 antagonist
COc1cccc(/C=N/NC(=O)C(c2ccncc2)N2CCOCC2)c1 (stereo unspecified)	3
CC(C)Cc1nc2c(nnn2Cc2ccccc2F)c(=O)[nH]1	0
COc1ccc(NC(=S)N2CCCCC2c2cccnc2)cc1 (stereo unspecified)	-3
Cc1ccc(NC(=O)CNCC2CCCCC2)cc1S(=O)(=O)N(C)C	-3
S=c1[nH]nc(-c2cc(-c3ccccc3)n[nH]2)n1/N=C/C(Br)=C/c1ccccc1	-4
COc1cccc(-c2nc(N3CCN(C)CC3)c3ccccc3n2)c1O	1
N#Cc1c(-c2ccco2)cc(-c2ccccc2)[nH]c1=O	-4
NNC(=O)C1CC1(c1ccccc1)c1ccccc1 (stereo unspecified)	-6
CCOC(=O)C(CCCP(=O)(c1ccccc1)c1ccccc1)(NC(C)=O)C(=O)OCC	-6
O=C(Cn1nc(-c2ccccc2)c2ccccc2c1=O)Nc1ccc(F)cc1	-2
Cc1ccc2nc(-c3ccccc3)cc(C(=O)NCC3CCCO3)c2c1 (stereo unspecified)	-5
COc1ccc(C(=O)N/C(=C/c2cccnc2)C(=O)N2CCOCC2)cc1OC	-11
CCc1c(-c2ccccc2)[n+](=O)c2c(n1[O-])CCC2	-13
CC(C)(C)c1ccc(C(=O)Nc2ccc(CN3CCS(=O)(=O)CC3)cc2)cc1	6
COc1ccc(-c2c(NC(=O)c3ccco3)n(-c3ccc(C)cc3)nc(C)c2=O)cc1	-6
CCCCNc1nc2c(c(=O)n(C)c(=O)n2C)n1CCC	-20
COc1cc(NC(=O)C(Cc2ccccc2)n2cccc2)cc(OC)c1 (stereo unspecified)	9
CCOC(=O)CC(=O)Nc1ccn[nH]1	-8
CN1C2=NCCN2C(=O)c2cc(Cl)ccc21	-1
COc1ccccc1CN1C[C@@H]2C[C@@H](c3ccccc3OC)N3CCC[C@@]23C1=O	-15
CC(C)(C)c1cc(-c2n[nH]c(=S)n2-c2ccccc2F)n[nH]1	-6
COc1ccc(-c2c(C(F)(F)F)nn(C)c2NC(C)=O)cc1	12
CCCOc1ccc(/C=N/NC(=O)CSc2ccccn2)cc1OC	-6
Cc1ccnc(NS(=O)(=O)c2ccc(NC(=O)C(C)(C)C)cc2)n1	5
NC(=O)C1CCN(C(=O)c2ccc(Oc3cc(Cl)cc(Cl)c3)o2)CC1	-19
Nc1ncc(-c2ccccc2)c(-c2ccc(OCc3ccccc3)cc2O)n1	1
Cc1cc(OCC(=O)N(C)c2ccccc2)cc2c1C(=O)CC(C)(C)O2	3
Cc1ccc(-c2nc(NC(=O)CSc3nnc4scc(-c5ccccc5)n34)ns2)cc1	-35
CCOC(=O)N1CCN(C(=O)/C(=C\c2ccc(SC)cc2)NC(=O)c2ccccc2)CC1	-7
CCOC(=O)C1CCCN(c2c(NCCc3ccccc3)c(=O)c2=O)C1 (stereo unspecified)	1

Not a retest: 2 of the compounds above.
SMILES	S1P3 antagonist
CC(C)(C)c1cc(-c2n[nH]c(=S)n2-c2ccccc2F)n[nH]1	-6
COc1ccc(-c2c(C(F)(F)F)nn(C)c2NC(C)=O)cc1	12

(continued)
SMILES	S1P3 antagonist
Cc1ccc(-c2cn(-c3ccc(OC(F)F)cc3)c3[n+]2CCCCC3)cc1	7
O=c1c2ccccc2c(C=Nc2ccc(O)cc2)c(O)n1-c1nccs1	-4
Cc1ccc2cc(C)c3nnc(SCc4ccc(C(=O)O)cc4)n3c2c1C	-4
Cc1cc(NC(=O)CSc2nnc(Nc3ccccc3C)s2)no1	-2
NS(=O)(=O)c1ccc(Nc2ccc([N+](=O)[O-])c3nonc23)cc1	-7
Cc1cc(NCc2ccccn2)n2nc(C)c(-c3ccccc3)c2n1	8
Cn1nc(-c2ccc(C(=O)NCCO)cc2)c2ccccc2c1=O	11
COc1ccc(/C=N/OC(=O)c2ccc(Cl)cc2)c(Cl)c1OC	-5
O=C(Nc1nccs1)c1cc(Cl)nc2ccccc12	0
O=C(NCC1CC1)NC(=O)c1c(F)cccc1Cl	-3
CSCC[C@H](NC(=O)OC(C)(C)C)C(=O)N/N=C/c1ccc2nccnc2c1	-6
O=C(CN1C(=O)CCC1=O)NC(=O)NC1CCCC1	-11
COCCCn1c(=O)/c(=C\c2ccc(OC(F)F)c(OC)c2)s/c1=C(/C#N)C(N)=O	12
CN(C)S(=O)(=O)c1cccc(NC(=S)N/N=C/c2cc(Br)ccc2O)c1	-3
O=C(Nc1ccc(S(=O)(=O)N2CCOCC2)cc1)c1cc(-c2cc(Cl)ccc2O)n[nH]1	-4
c1coc(CNc2ncnc3[nH]ncc23)c1	3
Cc1cccc(Nc2nc(N)c([N+](=O)[O-])c(NCCO)n2)c1	6
Cc1cc(C)n(-c2ccc(S(=O)(=O)N3CCCC3)cc2[N+](=O)[O-])n1	-7
NNC(=O)CCCCCCCCCCOCCCCO	0
CCn1c(=O)c2cc(C(=O)NC(C)C)sc2c2ccccc21	-8
COc1ccc(-c2nc(N/N=C(\C)c3ccc(O)cc3)c3ccccc3n2)cc1	-1
Cc1nn(C)c2c(=O)c(=O)c2n(C)[nH]1	2
C(CNC1C2CC3CC(C2)CC1C3)CN1CCOCC1 (stereo unspecified)	-32
COc1ccccc1NNC(=O)C(O)(c1ccccc1)c1ccccc1	4
CCOC(=O)C1CCN(C(=O)Nc2ccc(OC(F)(F)F)cc2)CC1	-8
O=C(COC(=O)c1cccc(O)c1)NCc1ccc2c(c1)OCO2	-2
Cc1ccc(NC(=O)c2cc3cccc([N+](=O)[O-])c3[nH]2)cc1	-3
COC(=O)N/N=C/c1cn(Cc2ccccc2F)c2ccccc12	9
C[C@]12CCC3c4ccc(OCC(=O)O)cc4CCC3C1CCC2=O (stereo partly specified)	-2
Fc1ccccc1/C=N/n1c(-c2cccnc2)n[nH]c1=S	-5
CCCOc1ccc(CSC(=N)N)cc1C(=O)OC	-5
Cn1c(N)c(N=Nc2ccc(S(N)(=O)=O)cc2)c(=O)n(C)c1=O	-5
CN(C)c1c(F)cc(C(=O)NCc2ccccc2)cc1F	-3
COc1ccc(NC(=O)c2c([N+](=O)[O-])c(C(C)(C)C)nn2C)cc1	3
CC(C)(C)OC(=O)N1CCC(CNC(=O)c2cccs2)CC1	-5
CCCC(=O)Nc1nnc(SCC(=O)N2CCN(c3ccccc3)CC2)s1	2
O=C(NCC(c1ccc(F)cc1)N1CCOCC1)c1c(F)cccc1F (stereo unspecified)	2
O=S(=O)(Nc1cc(C(F)(F)F)ccc1N1CCOCC1)c1ccccc1	9
O=C(N/N=C/c1ccc(OCc2ccccc2)cc1)c1ccco1	-2
C=CCNC(=S)N/N=C/c1ccc(C)s1	-14
O=S(=O)(c1cc(C(F)(F)F)ccc1Cl)N1CCN(c2ccccn2)CC1	-3
C/C(=N\NC(=O)c1ccc(NS(=O)(=O)c2cccs2)cc1)c1ccc(O)cc1O	0
O=C(c1cnn2c(C(F)(F)F)cc(-c3cccs3)nc12)N1CCCC1	-1
COc1ccc(/C=C2\SC(=O)N(CC(=O)NN3CCN(C)CC3)C2=O)cc1OC	8
Cn1c(=O)c2c(ncn2CC(=O)N2CCN(c3ccc([N+](=O)[O-])cc3)CC2)n(C)c1=O	4
Cc1ccc([N+](=O)[O-])cc1NC(=O)Nc1onc(C)c1C	-5
Cc1c(-c2ccc(Cl)cc2)[n+](=O)c(-c2ccccc2)cn1[O-]	-6
Cc1cc(Sc2nnc(/N=C/N(C)C)s2)c2ccccc2n1	10
OCCC1CN(Cc2cccc3nonc23)CCN1Cc1ccsc1 (stereo unspecified)	-12
Cc1ccc2nc(-c3ccc(NC(=O)CSCC(=O)O)cc3)sc2c1	3
Next section:
SMILES	S1P3 antagonist
O=c1cnnc(N/N=C/c2cccs2)[nH]1	0
Cc1onc(-c2c(Cl)cccc2Cl)c1C(=O)N=C(N)N1CCCC1	-3
S=c1[nH]nc(-c2cc(-c3ccccc3)n[nH]2)n1/N=C/c1ccc(Br)s1	-5
CC(=O)Nc1cccc(/C(C)=N/NC(=O)c2cc(-c3ccncc3)nc3ccccc23)c1	-16
O=C(Nc1nccs1)c1ccc(N2C(=O)[C@@H]3[C@H](C2=O)[C@H]2C=C[C@@H]3C2)cc1	-4
O=C(CCCCCN1C(=O)c2cccc3cccc(c23)C1=O)NCc1ccco1	-6
COC(CNC(=O)c1coc2nc3ccccc3nc12)OC	-9
CCOC(=O)c1cn2nc(Oc3ccc(C#N)cc3)ccc2n1	-23
CCOc1ccc(-c2nc(N)ncc2-c2ccccc2OC)c(O)c1	-20
COc1ccccc1CNC(=O)c1cc2c(=O)n(C)c3ccccc3c2n1C	15
O=C(C1=C(O)C(=O)N(c2ncccn2)C1c1ccc(F)cc1)c1ccco1 (stereo unspecified)	0
Cc1cc2ccccc2n1CCNC(=O)C1CC1	-17
CC(=O)c1nnn(-c2ccc(F)cc2F)c1C	6
C(=C\c1ccc(/C=C/c2ccccc2)nn1)/c1ccccc1	-5
COc1ccc(/C=N/NC(=O)c2cccnc2)c(C(=O)O)c1OC	-19
O=C(N/N=C/c1ccc([N+](=O)[O-])o1)c1ccc(NS(=O)(=O)c2cccs2)cc1	-13
COc1ccc(C(=O)NCC(=O)N=Nc2c(O)n(C)c3ccccc23)cc1OC	-5
Cc1ccc(/C=N/n2c(-c3cccc(Cl)c3)n[nH]c2=S)o1	-10
c1ccc(-n2ncc3cccnc32)cc1	3
Oc1ccc(/C=N/NC(=S)Nc2cccnc2)cc1	7
CC(c1ccccc1)n1c(-c2cccs2)nc2c(c(=O)c3ccccc3n2C)c1=O (stereo unspecified)	-3
Cc1ccc(/C=N/OC(=O)c2c(C)noc2-c2snnc2C)cc1	2
COc1cc(S(N)(=O)=O)c(OC)cc1N	-4
N#Cc1c(Nc2ccccc2Cl)s[nH]c1=O	3
NNC(=O)c1csc(-c2ccccc2)n1	-3
CC[C@H](C)[C@H](NC(N)=O)C(=O)Nc1ccc(S(=O)(=O)NC(C)C)cc1	3
O=C(O)c1nn(-c2ccccc2-c2n[nH]c(=O)[nH]c2=O)c(=O)[nH]c1=O	-13
COc1cccc(OC)c1CN(C)C(=O)c1cnccc1C(F)(F)F	2
COCc1ccc(C(=O)Nc2ccc(C(=O)O)cc2)o1	-5
O=C(COc1ccc(Nc2ccccc2)cc1)OCC(=O)N1CCCCC1	-14
Cc1ccc(C)n1-c1nn(S(=O)(=O)c2cccc3cccnc23)c2cccc(F)c12	0
COc1ccc(N=C2NC(=O)/C(=C/c3ccco3)S2)cc1	18
CN(C)c1ccc(C(O)P(=O)(OCc2ccccc2)c2ccc(N(C)C)cc2)cc1 (stereo unspecified)	11
C=CCCCCCCCCc1nc(SCC(=O)O)n[nH]1	-7
C=CCc1cccc2cc(C(=O)Nc3cccc(C(=O)O)c3)c(=O)oc12	-1
CC(=O)Nc1ccc(/C=N/NS(=O)(=O)c2cc(C)ccc2C)cc1	4
C/C=C/C(=O)Nc1ccc(N2CCN(c3ccc(C(F)(F)F)cn3)CC2)nc1	9
COc1cnn(-c2ccccc2)c(=O)c1OC	-2
Nc1cccc(Oc2ccc3c(c2)C(=O)N(CC2CCCO2)C3=O)c1 (stereo unspecified)	-8
Nc1c(Cl)ncnc1N/N=C/c1cccc(O)c1	-2
